Source: PubChem BioAssay
SKN-1 inh – suppressors of acrylamide-induced Pgst-4::GFP reporter in worms, primary screen, SKN-1 inhibitor project, whole organism, uHTS, GFP/RFP fluorescence ratio, strain VP596; C. elegans VP596 Pgst-4::GFP/RFP ratio, 24 h; inhibition, % at 21.8 µM; 360,000 tested, 0.49% active; AID 624304, 2012;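 active = interference check ratio from 0.5 to 1.5 plus GFP to RFP signal ratio inhibition reaching or exceeding a fixed threshold, cut at about 30% in these data, passing the limit was not always enough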; also: some compounds called inactive have numbers as strong as hits
Rin1-Abl PPI inh – inhibitors of Rin1-Abl protein binding, primary screen, biochemical, TR-FRET | 360,000 tested, 0.4% active | AID 588664, 2011 | inhibition, % at 7.35 µM; in the data active = inhibition above about 5%, passing the limit was not always enough
NRP1-CendR mod – modulators of CendR peptide binding to NRP-1, primary screen, biochemical, fluorescence polarization, uHTS; FAM-RPARPAR peptide binding to NRP-1; AID 602438, 2012; inhibition, % at 25 µM; 360,000 tested, 0.85% active;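 active = inhibition or corrected inhibition above about 18%, plus a signal ratio from 0.5 to 1.5, limit read from the data, passing the limit was not always enough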; also: strong numbers were not always called active
E coli Lon inh – inhibitors of E. coli Lon protease, primary screen, biochemical, fluorescence polarization. P0A9M0. purified E. coli Lon protease. inhibition, % at 7.94 µM. 360,000 tested, 0.42% active. AID 602123, 2011; in the data active = inhibition above about 13%, passing the limit was not always enough;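 also: 0% = enzyme with probe and DMSO and 100% = no enzyme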
Target sequence (P0A9M0 whole entry, looked up): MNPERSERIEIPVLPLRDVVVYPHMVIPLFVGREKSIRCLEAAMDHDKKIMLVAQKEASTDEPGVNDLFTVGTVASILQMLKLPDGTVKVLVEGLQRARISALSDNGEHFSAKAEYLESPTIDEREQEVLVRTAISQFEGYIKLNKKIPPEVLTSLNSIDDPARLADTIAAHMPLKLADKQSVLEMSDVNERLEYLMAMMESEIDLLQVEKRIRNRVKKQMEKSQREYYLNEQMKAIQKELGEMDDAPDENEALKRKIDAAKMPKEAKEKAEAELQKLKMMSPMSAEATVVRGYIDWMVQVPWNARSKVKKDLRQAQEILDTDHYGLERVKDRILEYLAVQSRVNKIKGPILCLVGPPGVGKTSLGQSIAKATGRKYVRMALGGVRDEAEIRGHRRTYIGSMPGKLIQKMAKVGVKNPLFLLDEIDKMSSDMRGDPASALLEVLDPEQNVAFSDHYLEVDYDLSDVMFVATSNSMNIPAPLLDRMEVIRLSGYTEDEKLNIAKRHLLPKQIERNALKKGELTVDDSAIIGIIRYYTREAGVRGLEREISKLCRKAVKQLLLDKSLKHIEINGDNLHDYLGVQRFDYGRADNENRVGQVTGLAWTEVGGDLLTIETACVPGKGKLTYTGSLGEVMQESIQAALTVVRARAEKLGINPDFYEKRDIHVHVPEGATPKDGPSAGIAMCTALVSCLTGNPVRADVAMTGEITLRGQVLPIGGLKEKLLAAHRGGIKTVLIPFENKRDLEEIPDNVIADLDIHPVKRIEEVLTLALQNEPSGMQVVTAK
FAS-TE inh – FAS thioesterase domain inhibitors, primary screen, biochemical, fluorescence intensity, uHTS; Fatty acid synthase (Homo sapiens), P49327; recombinant FAS-TE, OMFH fluorogenic substrate, fluorescence endpoint; inhibition, % at 15 µM; 360,000 tested, 0.67% active; AID 602261, 2012;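 active = compounds whose normalised, plate-corrected inhibition of enzyme fluorescence in the single-dose primary screen is 50% or more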;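 also: 0% = DMSO with enzyme and 100% = substrate without enzyme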
MsrA inhibitor – bovine MsrA enzyme inhibitors, primary screen, biochemical, absorbance, HTS; purified bovine MsrA, absorbance read-out; Methionine sulfoxide reductase A (Bos taurus); inhibition, % at 15.5 µM; 360,000 tested, 0.75% active; in the data active = inhibition above about 4.5%;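 also: 0% = vehicle wells with enzyme and 100% = reference inhibitor wells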
bovine MsrA act – bovine MsrA enzyme activators, primary screen, biochemical, absorbance, HTS. 360,000 tested, 0.3% active. Methionine sulfoxide reductase A (Bos taurus). purified bovine MsrA, absorbance read-out. AID 602163, 2012. activation, % at 10.6 µM; in the data active = activation above about 7.5%;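 also: 0% = vehicle and 100% = reference activator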
Neddylation inh – inhibitors of cullin neddylation, primary screen, biochemical, TR-FRET, uHTS, NAE and Ubc12 | NEDD8-conjugating enzyme Ubc12 (Homo sapiens) + NEDD8-activating enzyme E1 regulatory … | calls only at 25 µM | 360,000 tested, 0.58% active | AID 651699, 2012; in the data active = inhibition above about 36%
MT1-MMP act inh – blockers of MT1-MMP proenzyme processing, primary screen, HT1080 RFP-PRO-GFP cells, GFP/RFP fluorescence. AID 651647, 2012. 360,000 tested, 0.061% active. GFP/RFP ratio change, % at 20 µM. GFP/RFP ratio fluorescence, overnight; percent of plate control window, DMSO zero. Matrix metalloproteinase-14 (Homo sapiens), P50281;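 active = GFP/RFP ratio change of at least 30% with cell ATP level not reduced by more than half and red fluorescence within 50% of control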; also: strong numbers were not always called active
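Assay system: HT1080 cells carrying an RFP-PRO-GFP reporter | Dosing: Single dose of 20 µM compound, 1% DMSO final | Incubation: Cells overnight before dosing, compound overnight, 37 °C, 5% CO2 | Evaluation: GFP/RFP fluorescence ratio | Control set: DMSO and RFP-L50D-GFP cell wells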
Starred values were filed as active, the others as inactive; i = inactive; · = not tested or not shown.

SMILES	SKN-1 inh	Rin1-Abl PPI inh	NRP1-CendR mod	E coli Lon inh	FAS-TE inh	MsrA inhibitor	bovine MsrA act	Neddylation inh	MT1-MMP act inh
CN(CCCNC(=O)Cn1c(=O)c2cccn2c2ccccc21)Cc1ccccc1	15	2	1	1	-4	0.4	-4	i	1
CC1CCCCC1NC(=O)CSc1nnc(CC(=O)Nc2ccccc2F)n1C (configuration not stated)	1	5	12	1	0	2.2	-3	i	-4
O=C(NCCc1nc2ccccc2[nH]1)c1ccc(Cl)c([N+](=O)[O-])c1	0	-3	1	-5	24	0.6	-2	i	3
O=C(CCCCCCCCC(=O)N/N=C/c1ccco1)N/N=C/c1ccco1	-11	-1	-2	3	-1	-0.9	-11	i	3
Nc1ccc(-n2cnc3cc([N+](=O)[O-])ccc32)cc1	2	0	-3	-7	16	-0.4	-4	i	6
CC(=O)Nc1cccc(NC(=O)CS(=O)(=O)c2cn(CC(=O)N3CCOCC3)c3ccccc23)c1	2	-1	3	4	-5	0.2	-1	i	3
Cc1ccc(/C=C(/NC(=O)c2ccccc2)C(=O)NC(Cc2c[nH]c3ccccc23)C(=O)O)cc1 (configuration not stated)	4	3	6	1	-2	0.2	1	i	-4
CC(C)NC(=O)C1(N2C(=O)c3ccccc3C2=O)CCCC1	11	-1	8	-13	-4	0.9	0	i	-9
Fc1cccc(Cl)c1/C=N/Nc1ccccn1	-2	-1	0	-1	3	0.6	-6	i	-5
CSc1ccc(CCNC(=O)C2CCCN(c3nn4c(=O)cc(C)nc4s3)C2)cc1 (configuration not stated)	12	5	16	-4	-1	0.9	-4	i	-2
CC1=C(C(=O)Nc2ccc([N+](=O)[O-])cc2)C(c2cccc(C(F)(F)F)c2)NC(=S)N1c1ccccc1 (configuration not stated)	2	2	3	-3	39	2.3	6	i	-2
O=c1cc(-c2ccccc2O)nc(-c2ccccc2)[nH]1	-2	0	10	-3	2	4.0	-4	i	1
CCCCN(C(=O)c1cc(S(=O)(=O)N2CCCCC2)ccc1Cl)c1c(N)n(CC(C)C)c(=O)[nH]c1=O	-3	-2	12	0	-6	-0.8	-2	i	-4
COc1cc(CNCc2cccnc2)ccc1OCC(=O)NC(C)(C)C	1	0	6	-5	-5	-0.2	-4	i	-1
COC(=O)CN1C(=O)Nc2ccc(Br)cc2C1c1ccccc1Cl (configuration not stated)	0	1	17	0	6	·	-1	i	-3
O=C(COC(=O)c1ccccc1Br)NCC1CCCCC1	0	0	-3	12	2	-0.1	-1	i	0
CCc1ccc(CNC(=O)C2CCCN(c3nc4ccccc4o3)C2)cc1 (configuration not stated)	-7	1	-6	3	-7	0.6	-12	i	1
CC(OC(=O)CN1C(=O)c2ccccc2C1=O)C(=O)c1ccccc1 (configuration not stated)	9	-1	8	-10	-2	0.9	-4	i	-2
COC(=O)c1cccc(Nc2nc(-c3ccncc3)nc3ccccc23)c1	3	0	-11	-8	0	0.8	0	i	-1
Cc1cc(=O)oc(C)c1C(=O)N1CCc2c([nH]c3ccccc23)C1C(C)C (configuration not stated)	-5	-1	7	-5	-8	-1.5	-10	i	0
CCOc1ccc(Oc2ccc(Cl)cc2NC(=O)C2=COCCO2)cc1	2	-2	2	-8	27	-1.3	-8	i	4
Cc1ccc(-c2nnc(SCC(=O)Nc3cccc(C(=O)N4CCOCC4)c3)n2C)cc1	11	4	6	-1	-10	-0.2	-4	i	1
COc1cc([N+](=O)[O-])ccc1NC(=O)Nc1cnccn1	8	2	10	-4	0	-1.8	-2	i	-14
CCCCNCCCOc1cccc(Cl)c1Cl	4	-1	8	-15	-4	-0.3	-3	i	5
CCc1nc(C)ccc1OCC(=O)NCCCN(C)C	-14	2	2	10	-10	-0.8	-1	i	6
CCOc1ccc(S(=O)(=O)N/N=C(\C)c2ccc(OC)cc2OC)cc1	-8	1	6	-5	0	2.6	-2	i	0
O=[N+]([O-])c1ccc(S(=O)(=O)Nc2ccc(-c3ccc(N4CCCC4)nn3)cc2)cc1	18	-3	12	-6	25	2.5	-1	i	5
COc1cccc(NC(=O)N2CCCC2C(=O)NCc2ccccc2F)c1 (configuration not stated)	-3	4	7	3	-2	-0.4	-2	i	0
CC(=O)N1CCN(C(=O)c2cccc(S(=O)(=O)N3c4ccccc4CC3C)c2)CC1 (configuration not stated)	9	5	-17	-3	-8	-0.4	-9	i	-3
Cc1ccc(S(=O)(=O)N2CCOCC2)cc1NC(=O)C(c1ccc(Cl)cc1)C(C)C (configuration not stated)	12	5	6	7	15	-1.6	-7	i	-3
COC(=O)C1=C(C)N(Cc2ccccc2)C(=S)N[C@H]1c1ccccc1	5	5	2	2	17	0.5	-1	i	5
CCC(NC(=O)OCc1ccccc1)C(=O)Oc1ccc2ccc(=O)oc2c1 (configuration not stated)	5	1	2	2	16	0.6	-3	i	1
CSc1ccc(CN2CCC(C)(Oc3ccc(-n4ccnc4)cc3)C2)cc1 (configuration not stated)	-13	-3	5	-8	1	1.4	-1	i	-3
CCCn1c(SCC(=O)Nc2ccc3c(c2)OCO3)n[nH]c1=O	-23	2	9	-21	-9	-0.2	-4	i	-1
O=S(=O)([O-])C/C(=C\c1ccc(Cl)cc1)c1cc[n+](CCO)cc1	10	-3	-4	0	-7	2.5	-8	i	-2
CC1=C(C(=O)OCC(C)C)C(c2ccc(F)cc2)NC(=O)N1 (configuration not stated)	10	-3	-14	4	0	-0.8	-9	i	-3
CC(C)(C)OC(=O)NCCc1nnc(SCc2ccccc2)o1	11	0	1	-1	1	-1.1	-3	i	3
Cc1c(C(=O)NCc2ccccc2C(F)(F)F)sc(=O)n1Cc1cccc(C(F)(F)F)c1	13	1	7	-1	21	-0.2	-2	i	4
CCOC(=O)c1[nH]c2ccc(Br)cc2c1NC(=O)CCN1CCC(C)CC1	35	-5	5	5	-1	1.5	0	i	1
CC(=O)c1cc(C#N)c(SCC(=O)C(C)(C)C)nc1C	-10	-6	-26	7	10	-1.1	-3	i	4

Shown with values under each structure: 7 of the compounds above.
Results follow in this order: SKN-1 inh, Rin1-Abl PPI inh, NRP1-CendR mod, E coli Lon inh, FAS-TE inh, MsrA inhibitor, bovine MsrA act, Neddylation inh, MT1-MMP act inh
> CC(=O)c1cc(C#N)c(SCC(=O)C(C)(C)C)nc1C
 : -10, -6, -26, 7, 10, -1.1, -3, i, 4
> CCOC(=O)c1[nH]c2ccc(Br)cc2c1NC(=O)CCN1CCC(C)CC1
 : 35, -5, 5, 5, -1, 1.5, 0, i, 1
> CC1=C(C(=O)OCC(C)C)C(c2ccc(F)cc2)NC(=O)N1 (configuration not stated)
 : 10, -3, -14, 4, 0, -0.8, -9, i, -3
> CCC(NC(=O)OCc1ccccc1)C(=O)Oc1ccc2ccc(=O)oc2c1 (configuration not stated)
 : 5, 1, 2, 2, 16, 0.6, -3, i, 1
> CCCn1c(SCC(=O)Nc2ccc3c(c2)OCO3)n[nH]c1=O
 : -23, 2, 9, -21, -9, -0.2, -4, i, -1
> CSc1ccc(CN2CCC(C)(Oc3ccc(-n4ccnc4)cc3)C2)cc1 (configuration not stated)
 : -13, -3, 5, -8, 1, 1.4, -1, i, -3
> CC(C)(C)OC(=O)NCCc1nnc(SCc2ccccc2)o1
 : 11, 0, 1, -1, 1, -1.1, -3, i, 3

More compounds.
SMILES	SKN-1 inh	Rin1-Abl PPI inh	NRP1-CendR mod	E coli Lon inh	FAS-TE inh	MsrA inhibitor	bovine MsrA act	Neddylation inh	MT1-MMP act inh
COC(=O)c1ccc(C(c2c(C)[nH][nH]c2=O)c2c(C)[nH][nH]c2=O)cc1	12	3	4	9	-6	0.4	-3	i	1
O=C(CSc1nnc(CNc2cccc(Cl)c2)o1)OC1CCCCC1	-3	0	7	-4	20	0.4	-4	i	-2
CCOc1ccc(C(=O)NCC2OCCc3ccccc32)cc1 (configuration not stated)	3	2	2	-5	-4	0.2	-4	i	5
COCCN(CCOC)Cc1cc(=O)oc2ccc3ccccc3c12	11	-5	7	-10	-6	1.5	-3	i	0
Cc1ccccc1Oc1nc2c(c(=O)n(C)c(=O)n2C)n1C	19	-2	3	2	-2	-0.5	-1	i	2
C/C=C/CSc1nc2c(c(=O)[nH]c(=O)n2C)n1CCC	24	1	5	9	-4	0.9	-3	i	5
Cc1cccc(N2C(=O)CC(N(O)c3ccccc3)C2=O)c1 (configuration not stated)	-5	1	-2	9	1	-0.8	-5	i	-6
CN(CCc1ccccn1)C(=O)c1ccc(OC2CCN(Cc3ccccn3)CC2)cc1	-1	2	-13	1	-8	-1.3	-7	i	1
COc1cccc(C(=O)N2CCC2(C)C(=O)NC(C)C)c1 (configuration not stated)	22	-3	-4	0	-7	-0.1	-1	i	5
N#CCc1ccc(NC(=O)Nc2cccc3ccccc23)cc1	-2	-4	-9	4	-4	·	0	i	-1
CC(C)(C)C(=O)N(Cc1nc2ccccc2c(=O)[nH]1)Cc1cccs1	-11	4	7	-3	-8	-1.1	-12	i	·
CC(C)C(=O)Nc1ccc2c(c1)Cc1cc(NC(=O)C(C)C)ccc1-2	0	-2	0	2	-4	-1.0	-5	i	3
Cc1ccc(S(=O)(=O)C2(C(=O)N3CCCCCC3)CC2)cc1	-2	0	0	-6	-2	-0.2	-4	i	0
Oc1ccc2ccccc2c1C=NCc1ccccc1	-1	-4	1	3	1	-0.3	-3	i	2
COC(=O)CNC(=O)C12CC3(C)CC(C)(CC(C)(C3)C1)C2	12	1	11	-5	-8	-2.4	-1	i	3
NC(=O)CS(=O)(=O)c1ccc(Cl)cc1	5	4	-5	1	-4	-0.6	-4	i	1
Cn1cccc1CC(=O)NNC(=S)Nc1ccccc1Cl	0	3	2	5	-7	0.1	-6	i	1
Clc1ncn(CCOc2ccccc2)c1Cl	5	1	1	-5	6	1.1	1	i	3
O=C(Nc1nnc(-c2ccc(F)cc2)o1)C1CCCN1S(=O)(=O)c1cccs1 (configuration not stated)	9	0	2	1	-4	-0.1	-4	i	7
Cc1cccc(N2CCN(C(=O)C3COc4ccccc4O3)CC2)c1C (configuration not stated)	0	0	4	7	31	0.1	-5	i	0
O=C(O)c1ccc(-c2ccco2)n1Cc1ccccc1	17	-1	-12	-5	-2	1.0	0	i	-1
Cc1ccc(S(=O)(=O)c2nc(NCCCn3ccnc3)sc2Cl)cc1	7	-1	-5	1	-8	0.3	2	i	-1
CC(CC(=O)N1CCc2ccccc21)n1cccn1 (configuration not stated)	8	0	5	-3	-3	0.1	-2	i	1
Cc1ccc(NC(=S)NCCN(C2CCCCC2)C2CCCC2)cc1	-3	-5	-7	6	-3	0.2	-2	i	2
CCC(C)NC(=O)C1CCCN1S(=O)(=O)c1ccc(Cl)cc1 (configuration not stated)	4	2	4	-2	-8	0.3	-2	i	3
Cc1cccc(NS(=O)(=O)c2cccc(C(=O)N3CCCCCC3)c2)c1	13	-1	-17	4	1	-0.1	-3	i	-3
COc1cc(C(=O)NCCCc2ccccc2)cc(OC)c1OC	18	2	-7	2	0	-0.8	0	i	2
COC(=O)c1c(-c2ccc(SC)cc2)sc2ccccc12	6	3	12	-6	27	-1.0	-6	i	0
O=C(Cc1ccccc1)NCCSC1CCCCC1	4	4	4	3	-8	0.7	-7	i	-2
Cc1ccnc(NC(=O)CNC(=O)c2sc3ccccc3c2Cl)c1	12	-6	9	-2	-8	-1.4	0	i	3
COC(=O)c1ccc(/C=C/C(=O)c2cccc(OC)c2)cc1	11	0	-6	4	17	0.3	-2	i	-2
